# Cl transport mod – modulators of human KCC2 chloride dependent transport; Q9H2X9; KCC2 cells, thallium flux FluoZin-2 fluorescence; B-score of Tl+ flux slope (higher = more flux/activation; lower = inhibition) at 10 µM; 190,000 tested, 2.2% active; AID 1456;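 active means thallium flux slope and its plate-corrected score both differing from the plate sample mean at a set confidence after two filtering rounds, in either direction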;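 further: slope of fluorescence scaled to starting intensity during 10 to 20 s after thallium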
# thrombin 1536 – thrombin (human) inhibition. inhibition, % at 5 µM. P00734. alpha-thrombin, Boc-VPR-AMC fluorogenic substrate cleavage. AID 1046. 220,000 tested, 0.26% active;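 active means inhibition at or above 40%; inactive means inhibition below 40%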;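 further: 0% = enzyme with no compound and 100% = wells without enzyme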
#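 System – human alpha-thrombin · Medium – pH 7.5 Tris (50 mM) with NaCl 150 mM, Tween 20 0.05% · Compound – single-point dosing at 5 µM, 0.2% DMSO · Incubation – enzyme reaction carried out at room temperature · Technique – fluorescence of released AMC, ex 355 nm, em 460 nm · Read-out basis – % inhibition of thrombin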
# FXIIa inh – blocks human coagulation factor XIIa protease activity; P00748; purified FXIIa, Boc-QGR-AMC fluorogenic substrate, 2 h; inhibition, % at 5 µM; 220,000 tested, 0.3% active; in the data active means inhibition above about 40%;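 further: 0% = enzyme with no compound and 100% = blank without enzyme; many of its hits are not listed in these tables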
# Rad51 HR inh – blocks human Rad51 in homologous recombination; hRad51 DNA strand exchange, fluorescence dequenching; inhibition, % at 10 µM; 200,000 tested, 0.085% active;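 active means inhibition above 40% at the single screening dose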;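 further: 0% = DMSO control wells and 100% = blanks with heterologous ssDNA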
# Target sequence (Q06609 whole entry, looked up): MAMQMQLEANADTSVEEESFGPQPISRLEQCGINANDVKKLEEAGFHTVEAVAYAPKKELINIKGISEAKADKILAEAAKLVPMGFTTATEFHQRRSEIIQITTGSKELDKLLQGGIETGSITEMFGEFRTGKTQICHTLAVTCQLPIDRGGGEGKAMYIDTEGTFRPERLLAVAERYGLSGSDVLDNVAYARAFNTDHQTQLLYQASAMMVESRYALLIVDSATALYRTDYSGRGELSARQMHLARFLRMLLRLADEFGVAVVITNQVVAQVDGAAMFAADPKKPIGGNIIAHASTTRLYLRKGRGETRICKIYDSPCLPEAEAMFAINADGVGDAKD
#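 Test system: preformed human Rad51 ssDNA filaments; also added: Donor/quencher-labelled 47-bp dsDNA substrate; doses: 10 µM final, single point; times: 37 °C 15-min filament assembly, 30-min compound preincubation, 15-min exchange; detection: FRET fluorescence dequenching, excitation 485 nm, emission 520 nm; read-out basis: Fluorescence-based percent inhibition, control- and blank-normalised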
# hK5 inh – kallikrein 5 (human) inhibition; Q9Y337; recombinant hK5, fluorogenic AMC substrate cleavage; inhibition, % at 5 µM; 210,000 tested, 0.59% active; AID 873;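 active means inhibition of 40% or more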;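 further: 0% = enzyme controls without compound and 100% = no-enzyme blanks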
# PERK inhibitor – blocks human PERK kinase; Q9NZJ5; CHO PERK-DD fusion, SEAP luminescence translation reporter; inhibition, % at 5.6 µM; 220,000 tested, 0.17% active;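 active means inhibition above the mean inhibition of all tested compounds plus 3 SD, set separately per screening campaign, cut at about 2.9% in these data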;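 further: PERK kinase domain activated by AP20187 dimerizer at 100 nM; 0% = DMSO with dimerizer and 100% = rapamycin at 8.4 µM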
# FXIa inh 1536 – inhibitors of human coagulation factor XIa. P03951. purified FXIa, Boc-Glu-Ala-Arg-AMC fluorogenic substrate. inhibition, % at 5 µM. 220,000 tested, 0.14% active;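 active means inhibition of at least 40%; inactive means inhibition below 40%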;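 further: fluorescence of freed AMC excited at 355 nm; 0% = enzyme without compound and 100% = no enzyme blank; many of its hits are not listed in these tables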
# Target sequence (P03951 19-387 limits assumed): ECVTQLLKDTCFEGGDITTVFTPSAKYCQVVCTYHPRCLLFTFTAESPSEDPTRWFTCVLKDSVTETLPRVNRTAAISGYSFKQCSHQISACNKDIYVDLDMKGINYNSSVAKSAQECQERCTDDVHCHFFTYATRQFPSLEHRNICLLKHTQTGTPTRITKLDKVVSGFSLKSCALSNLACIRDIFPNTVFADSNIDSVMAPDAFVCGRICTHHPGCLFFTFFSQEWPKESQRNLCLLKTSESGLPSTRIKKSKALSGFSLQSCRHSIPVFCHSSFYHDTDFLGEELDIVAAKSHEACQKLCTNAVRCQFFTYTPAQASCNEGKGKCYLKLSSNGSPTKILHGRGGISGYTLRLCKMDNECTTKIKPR
# Target sequence (P03951 388-625 limits assumed): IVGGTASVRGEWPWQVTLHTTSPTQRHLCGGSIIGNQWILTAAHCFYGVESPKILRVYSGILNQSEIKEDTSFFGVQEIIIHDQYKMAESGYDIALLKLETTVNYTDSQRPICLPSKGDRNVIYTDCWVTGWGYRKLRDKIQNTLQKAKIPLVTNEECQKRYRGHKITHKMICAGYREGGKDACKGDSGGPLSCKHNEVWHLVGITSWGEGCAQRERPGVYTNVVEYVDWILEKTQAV
# Calpain2 inh – calpain II (pig) inhibition | inhibition, % at 16 µM | 220,000 tested, 0.37% active | purified calpain II, fluorogenic peptide substrate, 30 min;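 active means inhibition above about 50%, limit read from the data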
# Furin inh – human furin inhibition | P09958 | purified furin, fluorogenic substrate cleavage | 220,000 tested, 0.061% active | inhibition, % at 30 µM; in the data active means inhibition above about 25%; further: inactives centre near -15
# Active calls of the source: *; i = inactive; nt = no result given; [ ] = remark or other dose. This is a subset, so the mix of outcomes need not match the whole.
molecule	Rad51 HR inh	Cl transport mod	Furin inh	FXIIa inh	PERK inhibitor	thrombin 1536	FXIa inh 1536	Calpain2 inh	hK5 inh
Cc1c(NC(=O)c2cc(C3CC3)on2)c(=O)n(-c2ccccc2)n1C	-10	1.7	-15	10	0.8	-9	-2	-61	-9
O=C(Cc1n[nH]c(=O)c2ccccc12)N1CCN(c2ccc(F)cc2)CC1	1	1.2	-19	-4	1.3	0	1	7	-7
O=C(COc1ccc(Cl)cc1)NCc1ccncc1	3	1.6	-18	2	1.4	-11	-8	-27	-7
CCc1ccccc1N(C(C)=O)c1nc(CCl)cs1	-121	-0.098	-14	7	-0.3	-5	-1	9	3
C#CCOCCOCCOCCNc1nc(N2CCN(C(=O)[C@H](CCC(=O)O)n3cc(C(N)CO)nn3)CC2)nc(N2CCN(C(=O)[C@H](CCC(=O)O)n3cc(C(N)[C@H](C)CC)nn3)CC2)n1 (stereo partly drawn)	nt	1	-22	8	1.6	-3	3	-10	0
CN(C)C(=O)c1ccccc1Sc1cc(Cl)ccc1Cl	-4	-0.82	-23[20 µM]	11	1.0	-6	8	-6	6
Cc1ccc(S(=O)(=O)N/N=C/c2cccn2-c2ccc(Cl)cc2)cc1	-2	-1.2	-13[20 µM]	17	-0.4	2	3	10	-5
CCN(CC(=O)NCc1ccc(F)cc1)Cc1nc2ccccc2c(=O)[nH]1	-2	0.48	-21	5	-0.9	-4	-13	18	-3
COc1cc2c(C#N)c(N3CCN(c4ccccc4OC)CC3)nc(N)c2c(N)n1	0	-2.3	-28	-13	-0.2	-6	-10	-213	-27
CCN1CCN(c2nc3ccccc3nc2C(C#N)C(=O)OCc2ccccc2)CC1 (stereo not drawn)	-15	-0.38	5	11	-1.2	11	18	-70	27
C#CCOCCOCCOCCNc1nc(N2CCN(C(=O)C(Cc3cc4ccccc4[nH]3)n3cc(C(N)C(C)CC)nn3)CC2)nc(N2CCN(C(=O)C(Cc3cc4ccccc4[nH]3)n3cc(C(N)C(C)CC)nn3)CC2)n1 (stereo not drawn)	nt	1.3	-22	1	0.6	-7	-4	-46	-5
Cc1nnc(SCc2ccccc2)[nH]c1=O	-7	-0.0021	-36	3	0.7	-5	-4	-31	-2
Cc1cc(C(=O)CN2C(=O)NC3(CCCCC3)C2=O)c(C)n1C	-3	1.3	-17	2	0.0	-5	-6	-18	-8
CCOC(=O)c1sc(NC(=O)Nc2ccc(Cl)cc2)cc1C	0	-0.53	-11[20 µM]	15	-0.5	2	1	0	1
CC(C)C(=O)N1CCC(CN=Cc2c(O)n(C3CCCCC3)c(=O)n(C3CCCCC3)c2=O)CC1	4	nt	2	14	-1.4	-9	4	-194	-14
CCOC(=O)N1CCN(S(=O)(=O)c2ccc(Br)s2)CC1	11	-1.5	-15[20 µM]	16	-1.5	3	6	5	7
O=C(c1cnc2n(c1=O)CCS2)N1CCN(c2ccccc2Cl)CC1	1	-0.43	-16	7	-0.1	-1	2	7	1
Cc1cccc(N2C(=O)CC(N3CCN(c4ccccn4)CC3)C2=O)c1 (stereo not drawn)	-1	0.67	-31	9	0.2	-7	-2	-34	3
COc1cccc(O[C@@H]2O[C@@H]3COC(C)(C)O[C@H]3[C@H](O)[C@H]2NC(C)=O)c1	-3	-0.0047	-11[20 µM]	12	0.2	-2	1	-14	-5
O=c1c2ccccc2nc(SCc2cn3ccsc3n2)n1-c1ccc(F)cc1	-5	-1.3	-20[20 µM]	3	-1.2	1	1	30	-2
CCn1cnc2c(cnn2-c2ccccc2)c1=O	-1	-0.44	-15[20 µM]	10	0.1	-5	-6	-20	-5
CCCCNC(=O)CCNS(=O)(=O)c1ccc(C)cc1	2	nt	-25[20 µM]	7	-1.3	-11	8	-32	-15
C/C(=N\N1CCN(C)CC1)c1ccc(OC(F)F)cc1	1	0.26	-16	-1	0.7	-10	2	28	-1
CCS(=O)(=O)C(=C1NCCO1)S(=O)(=O)CC	-4	0.022	-25[20 µM]	6	0.5	-6	-6	-19	18
Cc1ccc2nc(N(CCCN(C)C)C(=O)c3ccco3)sc2c1	-1	-0.15	-12	7	0.9	-11	-1	-16	1
CC1CCCCN1C(=O)CSc1nc2ccsc2c(=O)n1Cc1ccccn1 (stereo not drawn)	3	nt	-15	13	-1.4	1	5	12	-3
CCOC(=O)c1ccc(NC(=O)CSc2nc(NC(=O)c3ccccc3)c3c(C)c(C)oc3n2)cc1	-2	-0.88	-26[20 µM]	13	-0.2	1	4	-116	4
Cn1nc(C(=O)Nc2nnc(C3CC3)s2)c2ccccc2c1=O	18	-0.41	-32	5	0.8	-4	1	-36	1
CCOC(=O)C1(C)C=C(Nc2cccc(OC)c2)C(=O)N1c1ccccc1 (stereo not drawn)	-9	-1.1	-18	21	-0.4	28	22	29	44*
COc1ccc(C2CC(=O)Oc3c(C(CCN4CCOCC4)c4cc(OC)c(OC)c(OC)c4)c(OC)cc(OC)c32)cc1 (stereo not drawn)	2	-0.43	-31	8	nt	-2	-2	-67	2
COc1cccc(NC(=O)N2CCN(C(=O)C(Cc3ccc(OC)c(OC)c3)NC(C)=O)CC2)c1 (stereo not drawn)	0	1.3	-3[20 µM]	-1	0.2	-8	-7	1	10
CC(C)SCCCOc1ccc(C(C)(C)C)cc1	4	1.2	-27[20 µM]	13	0.3	1	4	1	4
N#CCCN1CCN(C2=NC(=O)/C(=C\c3cccs3)S2)CC1	-1	-0.074	-7	10	1.5	-1	1	-3	2
COc1c(Br)cc(Br)cc1/C=C1/C(=O)N=C(N)N1C	1	-2.6	-1	5	0.1	-12	-4	1	-6
CC1CSc2nnc(CCc3ccccc3)n21 (stereo not drawn)	4	nt	-28	13	1.3	-3	13	17	-2
C=CCn1c(=O)c(C#N)cc2c(=O)n3ccccc3nc21	0	nt	-134	-134	1.1	-11	-22	nt	-266
COc1ccc(O)c(/C=N/N2CCOCC2)c1	nt	-0.052	-10	6	1.5	-11	0	-26	-1
O=C(CNC(=O)c1cnccc1C(F)(F)F)c1cccc(Cl)c1	-28	-0.17	-12	9	-0.3	-1	-8	-16	-4
COCCNC(C)C(=O)Nc1ccc(Br)cc1 (stereo not drawn)	12	0.65	-12	0	-1.7	-1	5	-38	-9
CCCS(=O)(=O)N1CCN(Cc2ccc3c(c2)c2ccccc2n3CC)CC1	nt	-0.21	-16	11	-0.8	4	5	-9	-1
Cc1[nH]c(=O)[nH]c(=O)c1S(=O)(=O)N1CCCC(C(=O)N2CCC(Cc3ccccc3)CC2)C1 (stereo not drawn)	1	-1.3	-19	9	1.9	3	8	3	-1
COc1cccc(NC(=O)COc2nc3ccccc3nc2C)c1	-20	1	-20	9	0.8	-12	3	-21	-12
CC1=C(Cl)C2=NS(=O)(=O)CCN2C=C1Cl	nt	0.0051	-53	4	0.9	-8	-5	i	-4
COc1ccc(S(=O)(=O)N2CCN(c3ccc(C)cc3C)CC2)cc1OC	-2	-2	-15	0	0.4	-8	-6	20	-9
OC(COCC1COc2ccccc2O1)CN1CCN(c2ccccc2)CC1 (stereo not drawn)	8	0.35	-12	20	0.3	-8	18	12	-29
CCNC(=O)NC(=O)C(C)OC(=O)CNS(=O)(=O)c1c(Cl)cc(Br)cc1Cl (stereo not drawn)	19	0.31	-27	2	0.5	14	-7	-28	-6
CCC(=O)Nc1c2c(nn1-c1cccc(Cl)c1)CSC2	nt	0.38	-8	12	0.7	-1	3	-19	-10
O=C(Nc1nccs1)c1cc(-c2ccccc2)nn1-c1ccccc1	-6	1.3	-16	14	0.9	0	6	-23	-24
CCNc1cc2n(c(=O)n1)CCc1cc(OC)c(OC)cc1-2	8	-0.011	-242	11	0.9	4	5	-146	-34
CCOC(=O)Cn1c(=O)oc2cc(S(=O)(=O)N3CCC(N4CCCCC4)CC3)ccc21	5	0.29	-9	22	0.7	-2	4	24	0
COc1ccc(NS(=O)(=O)c2cc(C(=O)N3CCN(C(C)=O)CC3)ccc2Cl)cc1	2	-0.98	-34	9	0.6	nt	-3	-6	-3
COc1ccc2cc(C(=O)NCc3ccccc3)c(=Nc3ccc(C(=O)O)cc3)oc2c1	12	-2.3	-20	7	1.6	1	-2	14	1
CCCCN(C)C(=O)c1nc2ccccn2c1CN1CCSCC1	5	0.53	-21	7	0.5	-14	-7	-36	-6
COc1ccccc1C(=O)N1CCC(C(=O)c2ccc(F)cc2)CC1	3	nt	-26	13	-0.6	0	-1	2	-8
CSc1cc(-c2ccccc2)n(Cc2ccccc2Cl)c(=O)c1C#N	4	nt	-9[20 µM]	0	-0.3	-6	-28	-13	0
COC(=O)c1ccccc1S(=O)(=O)N1CCn2cccc2C1C (stereo not drawn)	-47	-2.9	-8	9	-0.2	-14	0	23	-4
Clc1cccc(N=C2NN=C(c3ccc4c(c3)OCCO4)CS2)c1	3	2	-18[20 µM]	1	-1.0	9	-2	-29	-28
COc1ccc(OC)c(/C=N/NC(=O)CSc2nnc(C)n2-c2ccccc2)c1	-15	0.025	-6	6	0.2	-5	5	-23	-20
CCOc1ccccc1NC(=O)c1ccccc1-c1nc(-c2ccccc2OC)no1	-2	-0.77	-5	-15	-0.5	4	6	2	-4
C=CCSc1nc2ccccc2c2nc(-c3ccccc3)nn12	0	-1.5	-4[20 µM]	-4	0.6	-5	-5	-23	7

# Next compounds follow.
molecule	Rad51 HR inh	Cl transport mod	Furin inh	FXIIa inh	PERK inhibitor	thrombin 1536	FXIa inh 1536	Calpain2 inh	hK5 inh
O=C(Cn1c(-c2ccccc2)c[n+]2ccsc12)c1ccc(Br)cc1	-12	1.5	-9	8	0.9	1	0	-13	3
O=C1N=c2ccccc2=C1c1sc(=S)n(-c2ccc(O)cc2)c1O	-11	-0.32	-21	8	1.2	0	9	7	5
COc1ccc(S(=O)(=O)N2CCCCC2)cc1NC(=O)CN1CCN(C(C)=O)CC1	9	-0.45	-30	-2	0.5	-1	1	-7	-2
CCOC(=O)Cc1csc(NC(=O)c2cccnc2)n1	4	0.39	-17[20 µM]	15	0.3	-1	4	10	2
Cc1cc(C)c2oc(-c3cccc(NC(=O)c4ccc(F)cc4)c3)nc2c1	10	-0.24	-2[20 µM]	11	0.1	-2	0	-20	-10
COc1cc(/C=N/NC(=O)c2ccc(CSc3nc4ccccc4[nH]3)cc2)ccc1O	-2	-2.2	-15	5	-0.4	-11	-5	-84	-4
C=C1C(C(=O)Nc2ccc(F)cc2)C1C(=O)Nc1ccc(F)cc1 (stereo not drawn)	2	-0.29	-22	6	0.0	-15	-4	-34	1
Cc1c(-c2ccc(Cl)cc2)oc(=O)c2c(N)n(-c3ccccc3)nc12	-1	1.3	-17[20 µM]	13	-0.5	-2	4	-32	-14
Cc1ccnn2cc3c(=O)n(C)c(=O)n(C)c3c12	nt	-0.022	-31[20 µM]	7	0.8	-6	-8	5	14
N#C/C(=C/c1ccccc1)C(=O)NCc1ccccc1	-3	0.15	-24	8	0.8	-5	-4	12	-1
O=C(Nc1ccccc1C(=O)N1CCCC1)c1ccc(Cl)c([N+](=O)[O-])c1	-10	1.1	-12	6	-0.1	-9	-3	37	1

# Assay outcomes (PubChem)
